IDE inh: cellular human IDE inhibition | P14735 | HEK cells, FAbetaB cleavage, fluorescence polarization | inhibition, % at 5.59 µM | hit rate 0.41% among 320,000 | AID 434962;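 active = percent inhibition above the average of all tested compounds plus 3 SD, set per screening campaign, cut at about 16% in these data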;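 note: IDE supplied by intact live HEK cells; FP after avidin binding of uncleaved biotin substrate so inhibition keeps polarization high; 0% = DMSO wells and 100% = 60 µM reference IDE inhibitor Ii1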
Target sequence (P14735 whole entry, looked up): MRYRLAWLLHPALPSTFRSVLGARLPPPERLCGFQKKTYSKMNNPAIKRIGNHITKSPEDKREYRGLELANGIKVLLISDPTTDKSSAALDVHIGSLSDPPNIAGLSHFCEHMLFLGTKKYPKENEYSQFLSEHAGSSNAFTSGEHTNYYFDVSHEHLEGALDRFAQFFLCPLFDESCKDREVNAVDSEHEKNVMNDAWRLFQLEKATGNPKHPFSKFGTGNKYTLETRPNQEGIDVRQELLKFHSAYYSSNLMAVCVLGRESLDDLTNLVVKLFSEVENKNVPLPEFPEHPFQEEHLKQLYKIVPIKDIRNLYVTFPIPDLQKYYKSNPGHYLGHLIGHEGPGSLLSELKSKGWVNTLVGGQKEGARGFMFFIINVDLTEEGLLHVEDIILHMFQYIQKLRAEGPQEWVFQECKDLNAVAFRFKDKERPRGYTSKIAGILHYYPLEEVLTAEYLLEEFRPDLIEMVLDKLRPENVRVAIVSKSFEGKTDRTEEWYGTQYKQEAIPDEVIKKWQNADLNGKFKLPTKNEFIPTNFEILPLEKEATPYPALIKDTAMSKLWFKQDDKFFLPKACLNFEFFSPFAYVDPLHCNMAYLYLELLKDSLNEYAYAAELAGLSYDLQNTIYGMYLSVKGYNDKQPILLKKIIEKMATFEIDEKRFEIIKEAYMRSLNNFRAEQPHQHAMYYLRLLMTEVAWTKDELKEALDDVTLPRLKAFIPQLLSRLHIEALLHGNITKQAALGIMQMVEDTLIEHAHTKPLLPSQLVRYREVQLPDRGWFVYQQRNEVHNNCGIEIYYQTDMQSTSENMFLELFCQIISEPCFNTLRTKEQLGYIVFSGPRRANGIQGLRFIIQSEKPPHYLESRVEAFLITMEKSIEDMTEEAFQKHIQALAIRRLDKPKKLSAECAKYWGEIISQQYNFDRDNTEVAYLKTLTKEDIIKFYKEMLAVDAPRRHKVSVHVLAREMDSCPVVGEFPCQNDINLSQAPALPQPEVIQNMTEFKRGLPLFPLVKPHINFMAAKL
CRFR2-BP antag: antagonists of CRF-binding protein/CRF-R2 receptor complex. hit rate 0.59% among 350,000. inhibition, % at 11.8 µM. AID 588475. HEK293 CRF-R2/CRF-BP, CRF-induced calcium fluorescence;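 active = inhibition of the ligand-induced calcium signal above about 50% at the single tested concentration, limit read from the data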
M4 PAM: potentiates acetylcholine response at human M4 receptor | CHO-K1 hM4/Gqi5, Fluo-8 calcium fluorescence, ACh EC20; 0% = ACh EC20, 100% = maximal ACh | AID 624126 | activation, % at 3 µM | hit rate 0.4% among 360,000;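 active = activation above its plate's cutoff, the mean activation of sample wells plus 3 SD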; note: some results filed as inactive read as strong as hits
CRFR2-BP ag: CRF-BP/CRF-R2 complex agonism; hit rate 0.46% among 350,000; HEK293 CRF-R2/CRF-BP, calcium dye fluorescence (FLIPR); percent of saturating CRF peptide response; AID 588473; activation, % at 13.2 µM;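 active = activation of at least 50%, plus an integration ratio under a set limit after plate pattern correction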;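 note: plate controls were neutral control wells without compound for no effect and CRF at EC100 for full effect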
CHRM5 antagonist: blocks acetylcholine activation of human M5 receptor. hit rate 0.59% among 360,000. inhibition, % at 3 µM. P08912. CHO-hM5 cells, Fluo-8 calcium fluorescence, ACh EC80;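 active = inhibition above a per-plate cutoff, the mean of that plate's test compounds plus 3 SD, cut at about 27% in these data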;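 note: 0% = acetylcholine EC80 with DMSO and 100% = DMSO without agonist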
M4 antag: antagonists of human muscarinic M4 receptor (CHRM4); CHO-hM4 cells, ACh EC80, Fluo-8 calcium fluorescence; inhibition, % at 3 µM; P08173; hit rate 0.73% among 360,000;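 active = inhibition above its plate's cutoff, the mean inhibition of sample wells plus 3 SD, cut at about 27% in these data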;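 note: 0% = acetylcholine EC80 with DMSO and 100% = DMSO without agonist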
CHRM5 PAM: positive allosteric modulators of human muscarinic M5 receptor; CHO-K1 hM5, Fluo-8 calcium, ACh EC20 PAM; 0% = ACh EC20, 100% = ACh EC100; activation, % at 3 µM; hit rate 0.3% among 360,000;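 active = activation above the run cutoff, the mean activation of all test compounds plus 3 SD, cut at about 18% in these data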
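System – CHO-K1 hM5 cells · Compound – 3 µM, single dose · Incubation – compound preincubation 140 s before EC20 acetylcholine addition · Technique – Fluo-8 calcium fluorescence · Measure – Max/basal fluorescence ratio as % of EC20–EC100 ACh window · Benchmarks – low control EC20 acetylcholine (0%), high control EC100 acetylcholine (100%) · Replication – singlicate, one well per test compound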
M5 ag: CHRM5 agonism in calcium assay | CHO-K1 hM5 cells, Fluo-8 calcium fluorescence; 0% DMSO wells, 100% maximal acetylcholine response | activation, % at 3 µM | hit rate 0.19% among 360,000 | AID 624037;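 active = activation above the run's mean over test compounds plus 3 SD, cut at about 23% in these data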;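 note: signal is peak over basal fluorescence ratio across the kinetic read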
M4 ag: CHRM4 agonism in calcium assay; AID 624127; CHO-K1 hM4/Gqi5, Fluo-8 calcium fluorescence; vehicle 0%, full acetylcholine response 100%; hit rate 0.14% among 360,000; P08173; activation, % at 3 µM;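 active = activation above the run mean over all test wells plus 3 SD, cut at about 32% in these data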;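 note: peak over basal fluorescence ratio per well then scaled between controls; 0% = DMSO wells and 100% = acetylcholine at EC100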
The depositor's hits bear a star; x = not tested or not shown. Outcome played no part in choosing rows, and some 2.9% of all compounds hit somewhere here.

Each structure is followed by: IDE inh, CRFR2-BP antag, M4 PAM, CRFR2-BP ag, CHRM5 antagonist, M4 antag, CHRM5 PAM, M5 ag, M4 ag
1. O=C1CN(C(=O)c2ccc(Cl)c(S(=O)(=O)N3CCc4ccccc43)c2)c2ccccc2N1
→ 1.5, -15.6, -21.5, 4.4, 9.0, 5.6, -2.6, 0.5, 11.9
2. Cc1ccccc1NC(=O)CSc1nc2cc3c(cc2cc1C)CCC3
→ -4.8, -12.3, 2.8, 16.3, 0.5, 1.3, 2.5, 2.6, 1.1
3. CC(C)(C)c1ccc(CC(=O)N2CCC2(C)C(=O)NCCC#N)cc1 (stereo unspecified)
→ x, x, 3.2, x, 0.3, -6.4, 2.4, -0.6, 1.6
4. COc1ccc(COn2c(=O)c(C)[n+]([O-])c3ccccc32)cc1OC
→ 2.6, 1.7, -4.2, -1.4, 3.1, -6.2, -3.5, -6.5, 3.4
5. CCCC(=O)N1CCC1(C)C(=O)Nc1ccc(-n2cncn2)cc1 (stereo unspecified)
→ x, x, 1.8, x, -3.9, -7.4, 10.3, 1.6, 0.5
6. COCCn1c(SCC(=O)c2ccc3c(c2)OCCO3)nnc1C(C)C
→ 8.4, -2.0, 5.0, -1.5, -10.7, -1.9, -1.3, 0.6, 1.1
7. O=c1[nH]c(/C(Cl)=C/c2cccc(C(F)(F)F)c2)nc2cc(Cl)ccc12
→ 0.9, -27.8, -4.1, 1.8, 6.3, 1.0, -1.5, 0.6, 1.3
8. Cc1ccc(CSCC(=O)Nc2ccccc2)cc1
→ 0.2, 12.1, -5.2, -6.7, 4.2, 12.2, -5.3, -5.5, -0.7
9. O=C(C1CC(c2ccccc2O)=NO1)N1CCCC1 (stereo unspecified)
→ 0.6, 14.1, 4.9, -0.2, 7.3, 1.9, -4.2, 0.2, 1.4
10. CCOC(=O)C(C(=O)N1CCOCC1)C1CCCCC1 (stereo unspecified)
→ -2.5, -9.1, 5.8, -0.8, -1.9, -2.8, -1.1, 3.5, 0.4
11. CC(=O)Nc1ccc(N/C=C(\C=O)c2nc3ccccc3o2)cc1
→ 3.9, -7.9, 6.3, -2.8, -1.2, -9.6, -8.0, 0.5, 1.9
12. O=C(Nc1ccc(Cl)cc1F)c1cccc2ccccc12
→ 2.7, -15.3, -5.0, 2.5, -0.4, -3.1, -1.7, -3.3, 0.8
13. CC[C@H](C)[C@H]1CNC(=S)N1CC1CCN(CCC(C)(C)C)CC1
→ x, -9.7, 2.5, -1.4, 4.1, 7.9, -1.6, -3.0, 0.7
14. O=C(CN1c2ccccc2Sc2ccccc21)N/N=C/c1ccc(Cl)cc1Cl
→ 6.5, -1.5, 4.3, -1.0, 9.7, -3.4, 4.0, 2.4, 0.5
15. COC(c1ccccc1)c1nnc(CCC(=O)NC2C3CC4CC(C3)CC2C4)o1 (stereo unspecified)
→ 6.9, -9.9, 7.2, -1.1, -4.2, -2.2, 4.9, -1.8, 1.1
16. N#Cc1c(N)nc(Sc2ccc(Cl)cc2)c(C#N)c1-c1ccccc1Cl
→ 1.9, -49.6, -10.3, 25.7, 10.7, 5.0, -10.1, -4.0, 1.6
17. Cc1cc(C)c2c(N)c(C(=O)c3ccccc3)oc2n1
→ 5.6, 42.9, 5.0, -2.0, -3.8, -4.6, -4.6, 1.9, 0.7
18. Cc1cccc(NC(=S)Nc2ccc(Oc3ccccc3)cc2)n1
→ 2.0, 7.2, -0.9, -6.9, -5.9, 2.8, 1.1, -0.3, 1.5
19. CC1CC(C)CN(CCCNC(=O)Cn2cccc2C(=O)c2ccccc2)C1 (stereo unspecified)
→ -9.9, -6.3, 3.0, 0.1, 0.3, -4.5, 1.9, -4.4, 0.6
20. Cc1c(C(=O)OCC(=O)N(C)c2ccccc2)oc2ccccc12
→ 0.5, -19.6, -4.2, 1.6, -9.8, -10.3, 1.9, -6.4, 4.7
21. O=C(O)c1cccc(OCCN2CCCC2=O)c1
→ 1.8, 8.0, 3.0, -1.3, -3.4, -1.5, 4.4, 1.8, -0.2
22. COc1cc(CN2CCC(C(=O)NC(C)(C)C)CC2)ccc1OCc1ccccc1
→ x, -20.6, -2.2, 1.7, -1.1, -4.5, -0.2, -1.1, 1.5
23. CCc1cccc(C)c1NC(=O)C1CC=CCC1C(=O)O (stereo unspecified)
→ 1.4, -2.6, 4.0, -3.5, 4.3, 1.9, -5.5, -3.4, 0.7
24. CCc1nc(CN2CCCC(C(=O)c3ccc4c5c(cccc35)CC4)C2)c(C)[nH]1 (stereo unspecified)
→ 2.2, -9.6, -6.9, 1.2, 6.8, 4.9, -2.6, -7.5, 1.4
25. COc1ccc(C(=O)CSc2ccc(-c3ccccc3)nn2)cc1
→ 1.5, 33.4, -0.6, 10.3, 3.8, -3.4, -5.3, -0.5, 2.8
26. COc1ccc(C2=NCCn3cccc32)c(OC)c1
→ 6.7, -3.4, -10.5, 2.8, 4.0, 3.4, -6.4, -6.4, 1.0
27. O=C(CCCC(=O)N(CC(=O)NC1CCCCC1)CC1CCCO1)Nc1ccccn1 (stereo unspecified)
→ 10.1, -8.9, 3.4, 2.0, -5.1, -3.4, 1.5, 1.3, 0.2
28. CCN1CCc2c(C#N)c(N3CCOCC3)nc(N3CCOCC3)c2C1
→ 4.3, -12.7, -3.5, 2.2, 6.5, 9.9, -4.1, -2.0, 0.4
29. CC1(c2ccc(OC(F)F)cc2)NC(=O)N(CC(=O)NC2CCCC2)C1=O (stereo unspecified)
→ -2.1, 1.4, 5.9, 3.0, 3.5, -2.1, -1.2, 6.7, 4.2
30. CCN1CCN(Cc2c(C)[nH]c3ccc(OC)cc3c2=O)CC1
→ 1.3, 6.3, -0.9, 0.0, 5.0, 0.3, -6.3, -3.0, 0.4

Single values from the list.
For M4 ag, CCN1CCN(Cc2c(C)[nH]c3ccc(OC)cc3c2=O)CC1 is entered as 0.4
For M4 antag, O=C(O)c1cccc(OCCN2CCCC2=O)c1 is entered as -1.5

Remaining list, next part
Each structure is followed by: IDE inh, CRFR2-BP antag, M4 PAM, CRFR2-BP ag, CHRM5 antagonist, M4 antag, CHRM5 PAM, M5 ag, M4 ag
31. Cn1c(=O)c2c(nc(SCCN3CCOCC3)n2Cc2ccc(F)cc2)n(C)c1=O
→ 1.2, -1.9, 6.7, -0.5, -1.3, -8.2, -1.8, 1.3, 1.5
32. O=C1CN(C(=O)c2ccccc2F)c2ccccc2N1
→ 1.9, 26.1, 3.6, -3.3, -2.9, -11.7, 6.3, 2.3, 4.3
33. Cn1c(=O)c2c(nc(Oc3ccccc3Cl)n2C)n(C)c1=O
→ x, -2.8, 2.9, -1.3, 4.0, -0.4, -3.6, -3.3, -0.1
34. O=c1[nH]cnc2c1sc1nc(C(F)F)cc(-c3ccccc3)c12
→ 3.1, 31.9, -2.1, -0.5, 11.4, 8.5, -4.1, 1.1, 0.7
35. COCn1c(COc2ccc3ccccc3c2)nc2ccccc21
→ 0.1, 19.8, -4.0, -0.5, -2.5, -1.1, -6.5, -0.5, 4.8
36. O=C(C[n+]1ccc(/C=C/c2ccccc2)cc1)c1ccc2c(c1)OCCO2
→ 4.3, 1.8, -7.7, -0.4, -11.7, -3.3, 6.0, -10.3, 0.7
37. CC(=NO)c1cc(Br)c2cccc3c2c1CC3
→ x, -11.5, 6.6, -1.0, 1.6, -6.9, 0.8, -1.5, -1.8
38. CN(C)c1ccc(-c2ccnc3c2CC(C)(C(=O)NCCc2ccccc2)O3)cc1 (stereo unspecified)
→ x, x, -1.7, x, -5.1, -4.7, 1.2, -2.8, 1.6
39. CCOc1ccc(N2C(=O)c3ccccc3C2O)cc1 (stereo unspecified)
→ 2.8, 15.1, -0.4, -2.5, -1.9, 3.1, 2.1, 0.8, 0.6
40. CC(C)C[C@H]1CNC(=S)N1C[C@H]1CCCN1C[C@H](CC(C)C)N1C[C@H](Cc2ccccc2)N(CCc2ccccc2)C1=S
→ x, x, -11.3, x, -10.6, 3.5, -1.9, -0.6, -1.8
41. COc1ccc(F)c(-c2nc(CN3CCC(c4ccccc4)CC3)c(C)o2)c1
→ -2.2, -0.5, 0.8, 0.8, 9.5, -4.3, -0.7, -5.9, 2.1
42. COc1ccc(Cn2nnnc2C(c2ccc3ncccc3c2)N2CCN(C3CCCCC3)CC2)cc1 (stereo unspecified)
→ 4.6, 9.0, 4.8, -0.1, 6.3, 0.5, 1.2, -11.4, 2.0
43. O=C(Nn1cnnc1)C(Sc1ccccc1)c1ccccc1 (stereo unspecified)
→ -2.5, -3.7, 12.2, 2.2, -10.9, 1.1, 2.3, 1.5, -0.2
44. CCCNS(=O)(=O)c1cc2c3c(c1)C(C)C(=O)N3CCC2 (stereo unspecified)
→ -1.9, -6.9, -3.6, -1.1, 17.6, 14.8, -6.2, -3.5, 0.4
45. CC1(Oc2cccc(C#N)c2)CCN(Cc2ccccc2OC(F)F)C1 (stereo unspecified)
→ x, x, -5.2, x, 3.4, -7.7, -8.5, -2.8, 1.5
46. CCOC(=O)C1=CCN(S(=O)(=O)c2ccc(Cl)cc2)C1c1cccc(C)c1 (stereo unspecified)
→ x, x, -8.6, x, -8.2, -19.6, -7.5, -3.0, -2.4
47. Cc1ccc(CN2CCCOCCS2(=O)=O)cc1
→ 2.6, 2.1, 1.2, -0.6, 4.8, -1.8, 6.0, 2.5, 1.2
48. CC1(C)Cc2c(c(-c3ccco3)nc3n[nH]c(N)c23)CO1
→ -0.8, -12.9, 12.3, 0.0, -0.5, -8.8, -1.0, 0.2, 1.2

Part of the list above in order of molecular weight, rising.
Each structure is followed by: IDE inh, CRFR2-BP antag, M4 PAM, CRFR2-BP ag, CHRM5 antagonist, M4 antag, CHRM5 PAM, M5 ag, M4 ag
44. CCCNS(=O)(=O)c1cc2c3c(c1)C(C)C(=O)N3CCC2 (stereo unspecified)
→ -1.9, -6.9, -3.6, -1.1, 17.6, 14.8, -6.2, -3.5, 0.4
41. COc1ccc(F)c(-c2nc(CN3CCC(c4ccccc4)CC3)c(C)o2)c1
→ -2.2, -0.5, 0.8, 0.8, 9.5, -4.3, -0.7, -5.9, 2.1
38. CN(C)c1ccc(-c2ccnc3c2CC(C)(C(=O)NCCc2ccccc2)O3)cc1 (stereo unspecified)
→ x, x, -1.7, x, -5.1, -4.7, 1.2, -2.8, 1.6

One compound at a time (already shown). Order of screens: IDE inh | CRFR2-BP antag | M4 PAM | CRFR2-BP ag | CHRM5 antagonist | M4 antag | CHRM5 PAM | M5 ag | M4 ag
`Cc1ccc(CN2CCCOCCS2(=O)=O)cc1` as listed: 2.6 | 2.1 | 1.2 | -0.6 | 4.8 | -1.8 | 6.0 | 2.5 | 1.2
`O=c1[nH]cnc2c1sc1nc(C(F)F)cc(-c3ccccc3)c12` as listed: 3.1 | 31.9 | -2.1 | -0.5 | 11.4 | 8.5 | -4.1 | 1.1 | 0.7
`CCOC(=O)C1=CCN(S(=O)(=O)c2ccc(Cl)cc2)C1c1cccc(C)c1` (stereo unspecified) as listed: x | x | -8.6 | x | -8.2 | -19.6 | -7.5 | -3.0 | -2.4
`CC1(Oc2cccc(C#N)c2)CCN(Cc2ccccc2OC(F)F)C1` (stereo unspecified) as listed: x | x | -5.2 | x | 3.4 | -7.7 | -8.5 | -2.8 | 1.5
`CCCNS(=O)(=O)c1cc2c3c(c1)C(C)C(=O)N3CCC2` (stereo unspecified) as listed: -1.9 | -6.9 | -3.6 | -1.1 | 17.6 | 14.8 | -6.2 | -3.5 | 0.4

Screening data: PubChem, several laboratories
